# Screening results deposited in PubChem BioAssay by several laboratories.
# GSK3beta inhib = inhibitors of human GSK3beta kinase. P49841. GST-GSK3beta kinase, ADP-Glo luminescence, 60 min; active compounds read low. activity score (negative = inhibition), % at 10 µM. 0.038% of 300,000 active. AID 2097;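 active = more than half of replicate wells score below -50%, meaning over 50% inhibition versus plate controls; inconclusive = some replicates but at most half score below -50%; inactive = no replicate scores below -50%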;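 note: 0% = median DMSO wells and -100% = median GW8510 positive control wells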
# Target sequence (P49841 whole entry, looked up): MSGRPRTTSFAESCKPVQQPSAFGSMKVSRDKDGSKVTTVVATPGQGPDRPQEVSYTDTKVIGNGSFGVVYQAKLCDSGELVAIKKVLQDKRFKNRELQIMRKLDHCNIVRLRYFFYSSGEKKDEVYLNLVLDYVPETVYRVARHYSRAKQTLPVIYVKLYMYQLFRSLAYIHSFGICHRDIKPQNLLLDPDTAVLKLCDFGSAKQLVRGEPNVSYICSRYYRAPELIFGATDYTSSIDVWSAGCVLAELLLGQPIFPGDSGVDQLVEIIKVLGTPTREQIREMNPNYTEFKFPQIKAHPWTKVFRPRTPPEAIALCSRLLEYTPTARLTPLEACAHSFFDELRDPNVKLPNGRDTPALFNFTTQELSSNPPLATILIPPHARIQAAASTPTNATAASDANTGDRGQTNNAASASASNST
#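 test system = GST-tagged human GSK3beta kinase, cell-free | reagent = 25 µM ATP with peptide substrate | dosing = one dose of 10 µM per compound | schedule = 60 min reaction, RT | detection = luminescent ADP-Glo measurement of ADP formed | control set = DMSO neutral wells and GW8510 at 20 µM as positive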
# AI-2 QS mod = Vibrio harveyi AI-2 quorum sensing modulation. Vibrio harveyi JMH597 AI-2 luminescence/OD600 ratio, 9 h; active compounds read low; strain lacks LuxN and CqsS sensors; 0 = neutral-control median. activity change, % at 7.5 µM. 0.4% of 300,000 active. AID 2094; in the data active = activity change below about -75%, passing the limit was not always enough; inconclusive = no clear call, values can overlap the other calls;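 note: luminescence divided by OD600 gain over 9 h not by final OD600 alone; inactives centre near 13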
# GSK3A inh = blocks human GSK-3 alpha kinase; 0.1% of 320,000 active; ADP-Glo luminescence, 60 min; AID 2650; inhibition, % at 10 µM; P49840;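 in the data active = inhibition above about 50%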;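 note: GST-tagged GSK-3 alpha with peptide substrate and 25 µM ATP; 0% = DMSO neutral wells and 100% = GW8510 positive control wells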
# Target sequence (P49840 whole entry, looked up): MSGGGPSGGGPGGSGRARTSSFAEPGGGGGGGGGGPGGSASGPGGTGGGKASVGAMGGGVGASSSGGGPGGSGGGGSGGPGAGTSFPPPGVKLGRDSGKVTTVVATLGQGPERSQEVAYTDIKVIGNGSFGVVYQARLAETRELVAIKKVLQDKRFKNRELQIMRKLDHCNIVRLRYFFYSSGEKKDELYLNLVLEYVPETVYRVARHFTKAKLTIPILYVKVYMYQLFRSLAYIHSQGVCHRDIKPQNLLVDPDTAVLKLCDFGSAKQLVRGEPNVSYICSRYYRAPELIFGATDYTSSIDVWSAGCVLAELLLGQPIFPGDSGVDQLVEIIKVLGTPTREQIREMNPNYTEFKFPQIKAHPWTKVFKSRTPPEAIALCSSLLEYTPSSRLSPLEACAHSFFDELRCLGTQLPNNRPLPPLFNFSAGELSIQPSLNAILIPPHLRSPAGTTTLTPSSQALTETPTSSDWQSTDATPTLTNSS
# Platelet DG rel = platelet dense granule release activity; human platelet-rich plasma, SFLLRN dense granule ATP release, luminescence; inhibition, %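 (compounds screened at 7.5 µM in platelet-rich plasma)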; 0.22% of 300,000 active;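 active = mean replicate score, as percent of positive control, at or above 50; inconclusive = mean below 50 but at least one replicate at or above 50; inactive = mean and every replicate below 50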
# HSP90 refold inh = blocks HSP90-mediated luciferase refolding in reticulocyte lysate; Rabbit reticulocyte lysate, luciferase refolding luminescence, 3 h; inhibition, % at 5.6 µM; 0.91% of 290,000 active;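 active = inhibition above the screen-wide mean plus 3 SD, computed separately per campaign, cut at about 16% in these data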;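 note: 0% = DMSO wells and 100% = 60 µM geldanamycin wells; inhibitors lower the luminescence because luciferase stays unfolded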
# HSF-1 act = increases HSF-1 driven luciferase reporter signal; NIH3T3-HGL HSF-1 luciferase reporter, MG132, 8 h; 100% = twice DMSO control signal; activation, % at 9 µM; 1.7% of 300,000 active; AID 504408;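 active = mean replicate activation of at least 50% with a set share of replicates each reaching 50%; inconclusive = only one of those two conditions met; inactive = mean below 50% and too few replicates reaching it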;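 note: 0% = median of the neutral control wells and 100% = twice that signal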
# HDAC3 inhib = inhibitors of human histone deacetylase 3; AID 2718; O15379; inhibition, % at 8.3 µM; recombinant HDAC3, fluorogenic peptide/trypsin coupled, fluorescence; 0.15% of 320,000 active; in the data active = inhibition above about 26%, passing the limit was not always enough; inconclusive = no clear call, values can overlap the other calls
# DYRK1A inh = blocks rat Dyrk1A kinase activity; ADP-Glo luminescence, NFATc1 peptide; inhibition, % at 12.5 µM; 0.43% of 310,000 active; AID 504441; in the data active = inhibition above about 50%;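 note: plate controls were vehicle with enzyme for no effect and no enzyme for full effect; many of its hits are not listed in these tables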
# HSF1 inhib = HSF1 inhibition; NIH3T3-HGL HSE-luciferase, MG132-induced, luminescence 8 h; active compounds read low; activity change, negative = inhibition, % at 7.5 µM (by protocol); 0.77% of 300,000 active; AID 2098;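 active = more than half of replicate wells show activity change below -50%, luminescence cut by over half; inconclusive = some wells, but at most half, below -50%; inactive = no replicate well below -50%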;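 note: luciferase reports HSF-1 transcriptional activity via heat shock element; 0% = median of DMSO wells and -100% = zero luminescence signal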
# PolyA inhibitor = yeast polyadenylation inhibition; 0.02% of 300,000 active; S. cerevisiae SKY197-pL101 polyadenylation reporter, beta-gal luminescence; efflux-impaired pdr1/pdr3 knockout yeast; score 100 = 6 SD above DMSO; calls only at 12 µM;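 active = lowest replicate activity score at least 50, where 100 means six control SD above control mean; inconclusive = lowest score under 50 but half or more replicates reach 50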;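 note: yeast exposed to compound for 9 h at 30 °C; higher score means more reporter readthrough which indicates perturbed polyadenylation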
# An asterisk follows results filed as active; i = inactive; ? = inconclusive; · = not tested or not shown. Not all compounds are listed, so the mix of outcomes need not match the whole.
SMILES,GSK3beta inhib,AI-2 QS mod,GSK3A inh,Platelet DG rel,HSP90 refold inh,HSF-1 act,HDAC3 inhib,DYRK1A inh,HSF1 inhib,PolyA inhibitor
CC(C)(C)c1ccc(C(=O)O)c(C(=O)c2ccc(C(=O)O)cc2)c1,-0.6,35.8,-6.2,14.7,1.6,-14.4,-10.3,-16.2,-3.2,i
COCCNC(=S)N1CCN(Cc2ccc3c(c2)OCO3)CC1,1.5,7.7,-0.7,-0.4,-0.8,-8.4,4.1,12.6,-5.8,i
COc1ccc(CN(C)Cc2c(O)ccc3ccccc23)cc1,0.3,8.2,1.4,11.0,7.5,218.6*,4.5,1.5,195.2,i
CN(C)c1ccc(C(=O)c2ccccc2C(=O)O)cc1[N+](=O)[O-],1.7,5.0,-0.3,-3.3,0.3,13.6,5.4,-3.2,4.6,i
COc1ccc(NC(=O)c2oc3ccccc3c2C)c(OC)c1,0.5,11.7,·,1.0,2.4,28.3,-2.0,-0.7,-0.5,i
O=C1CN(C(=O)COc2ccccc2)c2ccccc2N1,-2.0,17.7,-0.4,-0.9,0.3,-7.3,-2.1,-12.4,10.6,i
CCc1ccc(-c2nc(CN3CCC(C(=O)N4CCN(c5ccccn5)CC4)CC3)c(C)o2)cc1,·,·,-2.0,·,1.6,·,-4.7,11.6,·,·
CCOc1ccc(CCN2C(=O)CCC2(C)C(=O)NC(C)CC)cc1OCC (stereo not drawn),-0.1,-3.1,2.8,-0.2,-0.5,11.0,-1.4,-11.1,4.2,i
Cc1ccc(-c2c[nH]c(=S)n2-c2ccccc2F)cc1,1.0,-13.0,-1.2,-0.3,-7.1,-32.0,7.1,-1.4,-15.5,i
CCC12CN3CCN(CC(C3)/C1=N\NC(=O)c1ccc(F)cc1)C2,-2.2,1.6,-2.9,0.8,-3.0,18.3,-1.9,-3.5,10.6,i
Cc1ccc(NC(=O)CN(C)C(=O)c2ccc(Cl)nc2)cc1,2.4,35.7,-2.6,4.7,-5.2,-12.8,-5.6,1.4,-12.6,i
O=C(c1ccccc1CCc1ccccc1)N1CCCC1,-2.8,18.4,-1.6,7.5,-0.8,13.9,0.9,-5.3,3.2,i
CC(C)c1ccc(CNc2nnnn2C)cc1,1.8,10.9,0.7,-1.1,1.3,-4.7,-0.3,-1.7,-3.3,i
CC1Cc2cc(S(=O)(=O)N3CCN(c4ccccc4F)CC3)ccc2N1C(=O)C1CC1 (stereo not drawn),-4.3,10.2,0.2,-4.9,3.5,-11.5,0.9,·,-0.1,i
COc1ccc(NC(=O)C2CCN(S(=O)(=O)c3ccc(N4CCCC4=O)cc3)CC2)cc1OC,-0.2,2.9,4.5,-11.8,2.2,3.8,3.7,-4.3,-8.9,i
CC1Cc2ccccc2N1C(=O)CSc1nnc(CSc2ncccn2)n1C (stereo not drawn),-1.5,10.3,-1.7,-3.8,0.2,7.4,-0.2,1.5,-6.7,i
Fc1ccc2c(c1)/C(=N/Nc1ccccn1)CCS2,-0.4,15.7,5.2,-0.5,-1.1,8.0,7.8,·,-3.2,i
O=C(Cc1ccccc1)NCCCN1CCN(CCCNC(=O)Cc2ccccc2)CC1,1.4,25.6,-2.1,5.9,2.1,1.1,-3.5,-0.5,1.0,i
Cc1cc(C)cc(NC(=O)c2nnn(Cc3cc(C)ccc3C)c2N)c1,1.5,25.6,2.6,11.5,0.5,3.4,7.0,14.2,5.2,i
COc1cccc(NC(=O)CSc2nnc(C)s2)c1,0.0,4.3,-1.6,-4.6,-0.8,-8.7,2.9,0.0,-4.1,i
NC(=S)Nc1cccc2cccnc12,-0.3,5.5,22.5,-2.4,6.6,31.7,3.3,14.4,23.0,i
CC[C@H](C)[C@@H](C(=O)N1CCNCC1)n1cc([C@@H](N)CO)nn1,-0.7,-4.2,-5.9,-6.9,13.2,-22.9,7.5,26.8,-3.7,i
Cc1nnn(C23CC4CC(CC(CC(=O)Nc5ccc(C)c(C)c5)(C4)C2)C3)n1,-3.2,31.1,-2.2,-22.7,-3.0,15.3,7.2,-6.4,6.3,i
COc1ccc(Cl)cc1S(=O)(=O)N1CCN(C(=O)c2ccco2)CC1,2.9,19.9,-0.8,1.1,1.4,15.2,1.4,3.9,4.6,i
CC(C)(C)c1ccc(OCCC(=O)OCC(=O)N2c3ccccc3NC(=O)C2(C)C)cc1,0.5,?,1.8,-8.5,·,-6.8,?,-4.8,0.0,i
COc1ccc(C(c2c(O)ccc3ccccc23)N2CCOCC2)c(OC)c1 (stereo not drawn),-0.1,49.7,3.7,3.0,7.1,105.8*,10.6,2.9,74.0,i
CCOCC(=O)Nc1nnc(C)s1,1.9,27.5,-3.4,2.8,-0.2,-0.3,-4.2,0.3,-3.9,i
NC1=NS(=O)(=O)NC1c1ccc(F)cc1 (stereo not drawn),-0.3,18.9,0.8,5.2,0.7,0.8,-1.0,0.2,-1.6,·
COCCNC(=S)N1CCC(NC(=O)c2ccco2)CC1,1.4,6.6,0.0,11.0,0.8,2.3,0.9,-4.3,-2.4,i
CC(C)c1cc(=O)n2[nH]c(SCc3ccccc3)nc2n1,-5.5,13.0,-2.8,-1.8,-1.4,-4.6,4.2,-5.9,6.0,i
Cc1ccc(N/N=C2\CS(=O)(=O)N(C)c3ccsc32)cc1,0.1,24.8,-5.4,-3.2,2.1,87.5*,13.0,-3.6,73.1,i
CCOC(=O)CN1CC23C=CC(O2)C(C(=O)Nc2ccc4c(c2)OCO4)C3C1=O (stereo not drawn),0.4,13.0,-0.9,-4.9,-4.2,-7.4,-1.8,-1.5,1.9,i
O=C(COc1ccccc1)Nc1nnc(S(=O)(=O)N2CCCCC2)s1,15.6,0.5,-0.2,-1.2,1.3,8.9,0.9,-5.2,0.2,i
O=C1c2ccccc2CN2C(=O)c3ccccc3CN12,-6.2,28.0,-0.3,-2.3,2.6,-12.1,-0.9,-4.8,-3.0,i
O=C(NNC(=S)NCc1ccccc1)c1cccc([N+](=O)[O-])c1,-1.6,3.3,-4.8,-27.0,-3.0,0.6,6.9,29.7,-6.6,i
O=C1N[C@@H](Cc2cn(S(=O)(=O)c3c(F)c(F)c(F)c(F)c3F)c3ccccc23)C(=O)N[C@H]1Cc1ccccc1,-1.2,18.1,-0.9,-3.2,·,-17.4,-8.1,·,-2.2,i
CNc1nn(-c2cccc(Cl)c2)nc1N,1.2,7.0,-0.3,-0.4,-1.9,18.8,0.3,10.0,-0.6,i
COc1cc([N+](=O)[O-])ccc1NC(=O)CSc1nnc(C)c(C)n1,2.8,9.8,0.0,-41.7,1.7,10.5,1.8,·,-9.1,i
COc1ccc(NC(=O)c2ccc(COc3ccccc3)o2)c(OC)c1,1.6,16.3,1.4,-8.2,6.7,-9.0,-7.6,4.6,-0.4,i
N=c1n(Cc2ccccc2)c2ccccc2n1CC(O)c1ccccc1 (stereo not drawn),-3.8,17.8,-0.5,0.8,0.3,-13.0,-1.8,3.9,-2.7,i
Cc1onc(-c2ccccc2)c1C(=O)c1ccccc1,1.6,30.7,1.9,-1.9,0.0,6.4,3.6,-0.4,-6.5,i
Cc1ccccc1C(=O)Nc1nnc(SCC(=O)NC2CC2)s1,-1.1,-4.3,0.7,-0.9,5.0,-7.7,-2.2,-1.5,-7.0,i
CN(C(=O)c1cccc(Nc2ccc(-c3ccc4c(c3)OCCO4)nn2)c1)C1CCCCC1,·,·,-0.9,·,-0.1,·,3.9,3.0,·,·
O=C(Nc1nc(-c2ccncc2)cs1)c1ccc(S(=O)(=O)N2CCOCC2)cc1,-1.0,26.3,-1.0,-4.8,-2.0,-2.6,-2.2,16.4,-9.3,i
O=C(NC1CCCC1)c1sc(=S)n2c1[nH]c(=O)c1ccccc12,1.7,37.7,0.7,7.4,6.4,-49.1,-4.4,22.7,-41.5,i
CC(C)c1ccc(CNC(=O)C2CC(=O)N(C3CCCCC3)C2)cc1 (stereo not drawn),-0.6,28.2,-3.2,-0.7,-4.0,-14.6,0.3,-3.3,-6.5,i
CS(=O)(=O)N(CC(=O)NC1CCCC1)c1ccc2c(c1)OCCO2,-0.1,14.3,-2.0,4.1,-2.0,-1.5,4.2,4.0,-3.7,i
CC(=O)CS(=O)(=O)c1ccc(Oc2ccc(S(=O)(=O)CC(C)=O)cc2)cc1,-0.2,26.0,0.6,6.9,-3.5,-13.3,-4.7,29.8,-8.5,i
CC(C)c1ccc(OCC(=O)N(c2ccccn2)C2CCCCC2)cc1,1.4,7.7,-0.4,4.9,-3.4,5.1,0.3,1.0,-8.8,i
Cc1c(O)ccc(/C=N/Nc2ncccc2[N+](=O)[O-])c1O,-5.3,5.1,1.9,63.4*,21.4*,54.9*,-7.3,3.0,35.9,i
COc1cc(Cl)c(C)cc1NC(=O)CSc1sc2c(O)cc(=O)[nH]c2c1C#N,-0.1,43.2,1.7,5.3,1.1,5.2,-6.0,2.0,1.0,i
O=C(NN=C1CCCCC1)NC1CCCCC1,1.8,28.4,2.7,12.0,-3.3,10.6,0.1,2.2,4.6,i
Cc1ccc(S(C)(=O)=O)cc1C(=O)N1CC(C(N)=O)Oc2ccccc21 (stereo not drawn),1.2,21.5,-2.6,10.4,-1.5,0.3,8.8,-7.1,0.4,i
COc1ccccc1NC(=O)C1=C(C)Nc2nc(CCCO)nn2C1c1cccnc1 (stereo not drawn),-0.8,25.6,-0.8,-1.1,-1.1,23.6,11.4,0.4,23.6,i
CN(C)C(=S)NC(=O)C12CC3(C)CC(C)(CC(C)(C3)C1)C2,-0.3,9.7,-0.9,-0.2,0.6,17.0,1.9,7.6,5.4,i
CCc1nn(CCCC(=O)NCc2ccccc2C)c(=O)c2cc3occc3n12,-1.1,-10.2,0.7,5.1,-0.5,-0.7,1.2,0.4,-4.5,i
CC1CN(S(=O)(=O)c2cccc(-c3cn4ccccc4n3)c2)CC(C)O1 (stereo not drawn),-0.4,-7.2,2.1,-62.8,-1.1,3.7,3.6,3.1,3.0,i
COc1ccc(-n2nnnc2S(=O)(=O)CC(=O)N2CCCCC2)cc1,·,·,-2.8,·,-0.8,·,-3.6,14.6,·,·

# Only Platelet DG rel and AI-2 QS mod, for 2 of the compounds above:
smiles	Platelet DG rel	AI-2 QS mod
Cc1ccc(S(C)(=O)=O)cc1C(=O)N1CC(C(N)=O)Oc2ccccc21 (stereo not drawn)	10.4	21.5
COc1ccccc1NC(=O)C1=C(C)Nc2nc(CCCO)nn2C1c1cccnc1 (stereo not drawn)	-1.1	25.6
